GDH-TPI counter: inhibits GDH-TPI coupling enzymes, artifact for Mtb FBA screen. GDH-TPI coupled enzyme counterscreen, NADH absorbance. inhibition, % at 4.8 µM. 360,000 tested, 1.2% active;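 note: 0% = DMSO wells and 100% = wells lacking the enzyme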
Mtb FBA inh: Mtb fructose-bisphosphate aldolase inhibition; P9WQA3; purified M. tuberculosis FBA, fluorescence read-out; inhibition, % at 1 µM; 360,000 tested, 2.3% active; AID 588726; in the data active = inhibition above about 27%;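 note: 0% = vehicle and 100% = reference inhibitor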
Target sequence (P9WQA3 whole entry, looked up): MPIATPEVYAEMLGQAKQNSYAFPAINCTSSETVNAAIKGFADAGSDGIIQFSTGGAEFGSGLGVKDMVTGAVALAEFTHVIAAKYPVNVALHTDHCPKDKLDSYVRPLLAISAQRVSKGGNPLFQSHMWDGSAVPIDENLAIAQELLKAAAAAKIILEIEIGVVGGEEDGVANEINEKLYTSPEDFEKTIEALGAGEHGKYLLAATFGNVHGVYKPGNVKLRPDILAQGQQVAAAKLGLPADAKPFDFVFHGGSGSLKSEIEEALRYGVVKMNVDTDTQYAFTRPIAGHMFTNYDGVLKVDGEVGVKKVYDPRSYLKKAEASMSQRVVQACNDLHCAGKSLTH
FadD28 FP inh: blocks FadD28 binding to the bisubstrate probe; inhibition, % at 12.5 µM; fluorescence polarization; 360,000 tested, 0.22% active; in the data active = inhibition above about 8.5%, passing the limit was not always enough; inconclusive = no clear call, values can overlap the other calls
UGM FP inh: Mtb UDP-galactopyranose mutase inhibition. P9WIQ1. purified UGM, fluorescence polarization probe displacement. inhibition, % at 10 µM. 320,000 tested, 0.06% active. AID 504406; in the data active = inhibition above about 10%, passing the limit was not always enough; inconclusive = no clear call, values can overlap the other calls
Target sequence (P9WIQ1 whole entry, looked up): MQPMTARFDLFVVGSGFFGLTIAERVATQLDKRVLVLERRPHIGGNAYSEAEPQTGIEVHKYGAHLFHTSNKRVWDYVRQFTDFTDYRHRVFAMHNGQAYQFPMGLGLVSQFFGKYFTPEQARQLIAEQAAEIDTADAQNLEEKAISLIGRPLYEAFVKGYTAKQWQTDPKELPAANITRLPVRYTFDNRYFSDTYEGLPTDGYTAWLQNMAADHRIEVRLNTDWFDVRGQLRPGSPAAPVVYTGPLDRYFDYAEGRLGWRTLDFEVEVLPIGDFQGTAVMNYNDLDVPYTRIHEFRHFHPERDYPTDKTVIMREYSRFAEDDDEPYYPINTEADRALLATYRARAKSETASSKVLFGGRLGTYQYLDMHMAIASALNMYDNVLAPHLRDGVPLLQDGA
DUSP3 inh: blocks human VHR1 dual specificity phosphatase. inhibition, % at 13.3 µM. 290,000 tested, 0.52% active. recombinant VHR phosphatase, pNPP absorbance. AID 1654; in the data active = inhibition above about 50%; note: some compounds called inactive have numbers as strong as hits
Target sequence (P51452 whole entry, looked up): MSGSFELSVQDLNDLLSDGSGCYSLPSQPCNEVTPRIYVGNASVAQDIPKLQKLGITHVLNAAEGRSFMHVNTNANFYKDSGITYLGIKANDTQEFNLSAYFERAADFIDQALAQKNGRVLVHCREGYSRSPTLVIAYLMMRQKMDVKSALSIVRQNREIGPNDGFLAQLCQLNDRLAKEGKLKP
Rv3671c inh: inhibits the M. tuberculosis serine protease Rv3671c; P9WHR9; inhibition, % at 5.96 µM; 320,000 tested, 0.048% active; AID 2606; in the data active = inhibition above about 38%;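 note: extracellular domain of Rv3671c used as enzyme; 0% = enzyme with DMSO and 100% = no enzyme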
BioA inh: blocks M. tuberculosis BioA enzyme activity | 360,000 tested, 0.096% active | purified M. tuberculosis BioA enzyme, plate reader | inhibition, % at 9.99 µM | AID 602481; in the data active = inhibition above about 40%; inconclusive = no clear call, values can overlap the other calls
BoNT F protease: inhibitors of Botulinum neurotoxin F light chain protease. 360,000 tested, 0.22% active. inhibition, % at 10 µM. Multiplex microsphere protease cleavage assay, flow cytometry; in the data active = inhibition above about 35%, passing the limit was not always enough; inconclusive = no clear call, values can overlap the other calls; note: plate controls were buffer without enzyme for full effect and enzyme alone for no effect
MazF activator: MazEF (E. coli) toxin RNase activation; P0AE70; FAM/BHQ RNA-DNA oligo cleavage fluorescence, 5 h; activation, % at 20 µM; 350,000 tested, 0.32% active; in the data active = activation above about 50%
Target sequence (P0AE70 whole entry, looked up): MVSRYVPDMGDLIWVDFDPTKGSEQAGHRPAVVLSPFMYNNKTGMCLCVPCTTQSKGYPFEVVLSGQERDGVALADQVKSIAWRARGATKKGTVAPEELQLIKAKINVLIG
CCHFV vOTU inh: blocks the CCHF virus ovarian tumor domain protease; inhibition, % at 11.5 µM; AID 651958; 370,000 tested, 0.55% active; CCHFV vOTU protease, Pep-AMC fluorescence; note: 0% = vehicle wells with enzyme and 100% = no enzyme wells
Numbers without * were called inactive; ? = inconclusive; nt = no result given; & = joins results of further samples. Cut-off read from the data, not from the text of the source, unless noted: active = inhibition above about 30%; inactive = the rest.

Molecule	GDH-TPI counter	Mtb FBA inh	FadD28 FP inh	UGM FP inh	DUSP3 inh	Rv3671c inh	BioA inh	BoNT F protease	MazF activator	CCHFV vOTU inh
O=C(CCn1c(=O)oc2ccccc21)Nc1ccc(C(=O)O)cc1	-7	-4	-3.1	0.1	-7	-6	-0.6	-12	-3	9
Cc1c(C(=O)N2CCN(C)CC2)oc2ccc(Br)cc12	3	0	-1.6	4.1	15	-2	0.8	?	1	-9
Cc1ccc2sc(C)[n+](CCO)c2c1	0	-1	-1.0	-0.1	6	-5	-1.0	-9	8	4
Cc1c(NC(=S)NC(=O)c2ccccc2Cl)c(=O)n(-c2ccccc2)n1C	7	0	-3.1	0.3	8	2	-0.2	8	8	-10
Cc1noc(/C=C/N(C)C)c1S(=O)(=O)N1CCCC(C(=O)N2CCc3ccccc32)C1 (centres undefined)	15	-1	-1.9	1.5	nt	-5	-1.9	-1	-6	-4
CNC(=O)c1ccc(Nc2nnc(-c3ccc(O)cc3)c3ccccc23)cc1	19	3	-0.9	0.3	11	-3	11	-20	17	-3
CCOc1ccccc1NC(=O)c1cc(SC)ccc1Cl	-4	0	3.7	-0.2	18	1	-0.6	-1	-7	11
C=CCC[C@H](Cc1ccc(F)cc1)C(=O)OC[C@@H](Cc1c[nH]c2ccccc12)NC(=O)[C@@H](CC=C)CC(=O)NCCO	12	5	-2.4	5.4	nt	-2	0.4	6	9	20
O=C(NC(=S)Nc1ccc(S(=O)(=O)Nc2nccs2)cc1)c1ccc(F)cc1	-1	-1	3.2	1.7	-5	-6	nt	-4	2	6
O=C(NCCN1CCN(c2ccccc2F)CC1)C1CC(=O)N(C2CCCC2)C1 (centres undefined)	1	3	-0.6	-0.9	27	1	-0.8	-12	2	-7
CCCCc1ccc(NC(=S)NCCN2CCOCC2)cc1	-10	1	-2.3	-0.9	11	11	nt	1	1	1
C/C(N)=C(/C#N)C(=O)COC(=O)c1cc(-c2ccc(Br)cc2)nc2ccccc12	-3&7	-2&1	-2.4&-3.2	3.2	77	-36	nt	0&-6	-18&-2	-14&-7

Compound profiles, as listed above. Values in the order: GDH-TPI counter, Mtb FBA inh, FadD28 FP inh, UGM FP inh, DUSP3 inh, Rv3671c inh, BioA inh, BoNT F protease, MazF activator, CCHFV vOTU inh
Profile of CCCCc1ccc(NC(=S)NCCN2CCOCC2)cc1 = -10, 1, -2.3, -0.9, 11, 11, nt, 1, 1, 1
Profile of C=CCC[C@H](Cc1ccc(F)cc1)C(=O)OC[C@@H](Cc1c[nH]c2ccccc12)NC(=O)[C@@H](CC=C)CC(=O)NCCO = 12, 5, -2.4, 5.4, nt, -2, 0.4, 6, 9, 20

Continued.
Molecule	GDH-TPI counter	Mtb FBA inh	FadD28 FP inh	UGM FP inh	DUSP3 inh	Rv3671c inh	BioA inh	BoNT F protease	MazF activator	CCHFV vOTU inh
S=C1SCCCN1Cc1ccc(Cl)cc1	-2	2	-3.4	nt	nt	nt	0.9	-6	0	-13
COCCn1c(SCC(=O)N2CCOCC2)nc2c(c1=O)SCC2	15	-2	0.3	-1.3	16	1	6.2	13	2	6
CC1(c2ccccc2)CC(C)(C)N(C(=O)C2CCCO2)c2ccccc21 (centres undefined)	0	5	-1.6	2.5	-23	3	-3.6	-5	-8	35*
O=c1[nH]c2ccccc2c(O)c1-[n+]1ccccc1	19	-4	0.4	0.9	0	-3	-2.5	-5	3	0
COCCN(Cc1cc2ccc(C)c(C)c2nc1Cl)C(=O)N1CCOCC1	-13	1	-4.3	4.1	0	5	nt	-1	4	-12
CCC(C)(C)n1nnnc1C(c1ccc(OC)c(OC)c1)N1CCN(c2ccccc2)CC1 (centres undefined)	-3	-2	-2.0	0.3	2	2	1.2	-15	-2	8
Cc1ccc2c(c1)C1CN(C)CCC1N2S(=O)(=O)c1ccccc1 (centres undefined)	-4	0	-4.7	-1.4	-4	1	-1.0	-2	3	24
CCOc1ccc(S(=O)(=O)N2CCN(c3ccccn3)CC2)cc1	10	7	0.7	-0.3	56*	0	3.3	-13	3	0
O=C(Nc1cccc(Cl)c1)OCc1ccccn1	5	-8	-2.7	-2.5	29	-7	3.3	6	8	3
Cc1ccc(C(=O)OCC(=O)N(Cc2ccccc2)C(C)C)cc1C	9	4	-7.0	-2.3	nt	-11	nt	-4	3	-2
COC(=O)[C@H](CC(C)C)NC(=O)N1CCCCC1	9	-1	-1.8	1.8	35	0	-0.3	nt	-7	-6
CCc1c(C(=O)NCCc2cccc(C)c2)[nH]c(C)c1C(C)=O	12	0	-5.0	1.8	-5	-28	12	-12	3	12
CCOc1ccc(CN(C)C(C)C(=O)NCCc2ccc(F)cc2)cc1 (centres undefined)	-1	2	-3.6	2.5	16	-5	0.2	-4	9	-9
CC(C)(C)c1ccc(C(=O)CSc2nc3ccccc3c(=O)[nH]2)cc1	-1	2	0.1	0.3	31	1	-1.3	3	51*	2
Cc1ccc2c(c1)c1c(n2CC(O)CNC2CCCCC2)CCCC1 (centres undefined)	14	8	-2.3	4.5	9	3	-2.1	-34	29	64*
CCOC(=O)C1CCN(c2c(NCCCN(CC)c3ccccc3)c(=O)c2=O)CC1	6	-2	-3.4	0.9	6	-5	1.2	-1	3	8
Cc1ccc(C)c(N2CCN(C(=O)Cc3c(C(=O)O)[nH]c4ccc(Cl)cc34)CC2)c1	-4	3	-1.3	4.0	-10	-13	2.3	-1	2	17
Cc1ccc(S(=O)(=O)Nc2ccc(OCC(=O)N3CCOCC3)cc2)c(C)c1NS(C)(=O)=O	5	-1	-1.2	-1.5	21	-13	-2.3	12	-6	10
COc1cc2c(=O)n(Cc3ccccc3)c(=O)n(CC(=O)NCCc3ccccc3)c2cc1OC	13	1	1.4	-1.2	-2	-1	nt	1	-3	20
O=C(COc1ccccc1[N+](=O)[O-])N/N=C/c1ccc(OC(=O)c2ccco2)cc1	4	1	-0.8	8.8	-22	-11	-1.1	9	6	9
O=C(Cc1ccc(O)cc1)N/N=C/c1cccnc1	4	0	-2.4	2.0	0	nt	1.1	-5	1	11
CCOc1ccc(Cl)cc1-c1cc(C(=O)Nc2ccc(OC)cc2OC)[nH]n1	2	1	0.0	nt	nt	nt	-0.9	0	nt	-8
CCc1ccc(OCC(=O)NNC(=O)CNC(=O)c2ccc(Br)o2)cc1	2	0	-0.9	-0.7	nt	-3	-2.4	-2	3	-1
O=C(Nc1ccc(N2CCOCC2)cc1)C1CC(=O)N(c2ccccc2)C1 (centres undefined)	-1	0	-1.5	-1.7	17	2	-2.0	-3	-5	6

Fetched by structure from above, 3 records:
Molecule	GDH-TPI counter	Mtb FBA inh	FadD28 FP inh	UGM FP inh	DUSP3 inh	Rv3671c inh	BioA inh	BoNT F protease	MazF activator	CCHFV vOTU inh
CCCCc1ccc(NC(=S)NCCN2CCOCC2)cc1	-10	1	-2.3	-0.9	11	11	nt	1	1	1
Cc1c(C(=O)N2CCN(C)CC2)oc2ccc(Br)cc12	3	0	-1.6	4.1	15	-2	0.8	?	1	-9
CCc1c(C(=O)NCCc2cccc(C)c2)[nH]c(C)c1C(C)=O	12	0	-5.0	1.8	-5	-28	12	-12	3	12

(continued)
Molecule	GDH-TPI counter	Mtb FBA inh	FadD28 FP inh	UGM FP inh	DUSP3 inh	Rv3671c inh	BioA inh	BoNT F protease	MazF activator	CCHFV vOTU inh
COc1ccc(CCNC(=O)CN2C(=O)c3cccc4cccc(c34)C2=O)cc1OC	2	-3	-3.3	-1.0	27	-6	nt	4	-4	10
CC(=O)C[C@H]1c2cc(F)ccc2S(=O)(=O)N1c1ccc(N(C)C)cc1	-3	-1	nt	4.6	nt	4	-0.7	-4	0	0
CCN(c1ccccc1C)S(=O)(=O)c1cc2c3c(c1)CCN3C(=O)CC2	0	-3	3.2	1.7	nt	3	0.0	1	0	-2
Cc1ccc(S(=O)(=O)N2CCCC2CNC(=O)c2ccc(F)c(F)c2)cc1 (centres undefined)	9	0	-2.6	0.6	nt	5	-0.9	6	-1	0
COC(=O)C(CC(=O)c1ccc(C)cc1)n1nc(C)cc1C (centres undefined)	-8	-7	-3.2	0.1	-13	-4	-1.8	1	10	3
COc1cc(/C=N/NC(=O)C2CCN(CC(O)COCc3ccccc3)CC2)ccc1O (centres undefined)	17	4	-0.3	3.2	20	-7	nt	-3	7	10
CCOC(=O)N1CCN(C(=O)c2ccc3c(c2)ncn3C2CCCC2)CC1	5	3	0.0	-0.5	19	-4	-0.2	10	0	-7
O=C(N/N=C/c1ccc(F)cc1)c1ccc(-n2cnnn2)cc1	5	-1	-3.0	nt	nt	nt	0.4	1	-12	-1
O=C(C1=C[C@H](C2CCCCC2)C[C@H](OCCCCO)O1)N1CCN(Cc2ccc3c(c2)OCO3)CC1	9	4	-1.4	0.2	30	-1	-0.6	-1	-1	nt
COc1cc2c(cc1OC)CN(Cc1ccccc1)CC2	17	8	-1.5	-2.3	14	2	7.4	?	8	-15
COc1cccc(N(C(=O)CS(=O)CC(=O)Nc2ccc(F)cc2)C(C(=O)NC2CCCCC2)c2cccs2)c1 (centres undefined)	3	0	-0.5	-1.3	-26	4	nt	-2	-3	-16
Cc1ccccc1C=O	3	4	-1.7	0.5	nt	9	-0.8	-6	6	-1
CCOC(=O)CSc1nnc([C@@H](NC(=O)OC(C)(C)C)C(C)C)o1	10	4	0.1	2.3	32	-4	-2.2	2	-5	10
N#Cc1c(NC(=O)/C=C/C(=O)O)sc2c1CCN(Cc1ccccc1)C2	15	13	-0.1	-1.7	-9	-7	-3.2	-65	-30	11
Cc1cccc(OCC(=O)Nc2ccc(N3CCN(C(=O)c4ccccc4)CC3)cc2)c1C	10	0	-1.5	0.3	34	1	-0.6	2	-5	-6
O=C(NCc1ccco1)c1cc(-c2ccccc2)nc2ccccc12	8	0	-3.0	1.4	9	-6	-1.6	-8	-1	4
Cc1c(NC(=O)OCCNC(=O)COc2ccc(Cl)cc2Cl)sc(=S)n1C	19	3	-2.8	0.5	0	6	nt	-8	1	1
COC(=O)c1ccc(CN2CCN(C3CCCC3)C(CCO)C2)cc1 (centres undefined)	7	-2	-3.6	0.0	44	4	7.4	-6	-8	0
O=[N+]([O-])c1ccc(NN=C2CCCCC2)c([N+](=O)[O-])c1	7	-3	-1.5	nt	nt	nt	-0.2	-6	9	8
O=C(OCc1ccccc1)N1CCC2CC1c1cc(N3CCOCC3)ccc12 (centres undefined)	5	-2	-0.7	nt	nt	nt	0.9	4	-4	3
COC(=O)COc1ccc(S(=O)(=O)N2CCN(c3ccccc3F)CC2)cc1C	10	3	-2.2	-7.8	3	0	0.1	3	-6	-5
Cc1ccc(OCC(O)CNC(=O)c2ccccc2C(=O)O)cc1 (centres undefined)	-7	1	-2.5	1.0	28	1	-1.1	-5	3	-4
COCCNC(=O)CN(CCc1ccccc1)S(=O)(=O)c1ccc(Br)cc1	9	1	-1.4	0.2	-2	-3	3.8	-14	-18	-13
CCN(CC)c1ccc(Nc2cc3n(c(=O)n2)CCc2cc(OC)c(OC)cc2-3)cc1	38*	1	-3.2	-0.3	17	1	nt	?	7	0
Cc1ccc(Nc2ncnc3sccc23)c(C)c1	1	0	-0.8	1.0	-12	-8	9.6	-13	-3	-5
O=C(N/N=C/c1cc(Br)cc(Br)c1O)c1ccncc1	nt	nt	nt	1.0	28	24	nt	nt	-214	6
Cc1ccccc1CC(=O)NCCN1CCCCC1	11	3	-1.3	-0.5	-1	2	-0.7	4	2	-4
Cc1ccccc1NC(=O)c1cnn(-c2ccccc2)c1NC(=O)c1ccco1	20	2	-1.1	-3.2	17	-11	-1.5	8	4	20
O=C(Cn1ncc(N2CCOCC2)c(Cl)c1=O)c1ccc(Cl)cc1	-3	-1	-3.4	0.1	-7	1	nt	1	-2	-4
FC(F)(F)c1ccc(Cl)c(NC(=S)NC2CC2)c1	7	-2	-3.1	nt	13	4	-0.3	19	-3	3
Cc1cc(C)nc(SCC(=O)Nc2ncc3c(n2)CCCC3=O)n1	-6	-5	-4.7	0.9	0	-2	8.8	-9	13	13

Screening results from PubChem.
